Bioassay records deposited in PubChem by several laboratories.
STK33 inh = inhibitors of purified STK33 kinase, primary screen, biochemical, ADP-Glo luminescence, homogeneous, cell-free. AID 2661, 2010. MBP phosphorylation. inhibition, % at 10 µM. 320,000 tested, 0.073% active. Serine/threonine-protein kinase 33 (Homo sapiens), Q9BYT3;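 active = inhibition at or above 25%, using the most active replicate where run in duplicate; inactive = inhibition below 25%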
Target sequence (Q9BYT3 whole entry, looked up): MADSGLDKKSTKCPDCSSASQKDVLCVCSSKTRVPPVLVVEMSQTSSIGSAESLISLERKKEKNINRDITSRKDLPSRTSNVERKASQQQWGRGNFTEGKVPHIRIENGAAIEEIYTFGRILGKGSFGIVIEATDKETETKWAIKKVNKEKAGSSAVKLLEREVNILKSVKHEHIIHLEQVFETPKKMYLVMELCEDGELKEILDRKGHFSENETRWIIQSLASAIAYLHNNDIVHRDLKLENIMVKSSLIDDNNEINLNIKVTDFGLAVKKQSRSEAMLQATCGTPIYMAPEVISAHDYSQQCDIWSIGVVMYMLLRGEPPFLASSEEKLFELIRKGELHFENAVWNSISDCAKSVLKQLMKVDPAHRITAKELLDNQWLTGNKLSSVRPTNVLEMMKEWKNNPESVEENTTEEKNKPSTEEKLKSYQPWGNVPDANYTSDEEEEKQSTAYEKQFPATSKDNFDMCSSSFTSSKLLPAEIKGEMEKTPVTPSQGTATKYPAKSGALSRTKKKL
OX1R antag = antagonists of human orexin 1 receptor (OX1R); Orexin/Hypocretin receptor type 1 (Homo sapiens), O43613; OX1R-expressing cells, FRET antagonist read-out; inhibition, % at 6.6 µM; 330,000 tested, 1.8% active; in the data active = inhibition mostly above about 38%, no sharp cut-off; inactive = mostly below about 40%;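 note: 0% = agonist challenge alone and 100% = reference antagonist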
Target sequence (O43613 whole entry, looked up): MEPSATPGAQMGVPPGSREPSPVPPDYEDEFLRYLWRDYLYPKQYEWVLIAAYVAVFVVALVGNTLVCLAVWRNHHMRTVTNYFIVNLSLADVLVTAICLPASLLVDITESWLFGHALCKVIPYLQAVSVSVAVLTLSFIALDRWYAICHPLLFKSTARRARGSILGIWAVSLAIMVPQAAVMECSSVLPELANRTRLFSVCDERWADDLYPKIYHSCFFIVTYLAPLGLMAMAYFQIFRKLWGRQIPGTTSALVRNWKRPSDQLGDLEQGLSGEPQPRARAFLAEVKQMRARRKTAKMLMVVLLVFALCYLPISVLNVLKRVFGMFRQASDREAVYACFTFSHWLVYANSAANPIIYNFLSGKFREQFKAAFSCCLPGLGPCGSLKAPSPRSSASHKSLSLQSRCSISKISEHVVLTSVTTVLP
An asterisk follows results filed as active; nt = not tested or not shown.

Below each SMILES – STK33 inh, OX1R antag
O=C1CC(c2cccc(F)c2)c2c(c3ccccc3[nH]c2=O)O1 (stereo unspecified)
→ -1.0, 9.0
CC(=O)Nc1ccc(-n2nnnc2SCC(=O)Nc2cccc(NC(=O)c3ccco3)c2)cc1
→ -2.4, 12.1
CCC(=O)OC1CC(C)N(C(=O)c2ccccc2)c2ccc(C)cc21 (stereo unspecified)
→ 0.5, 9.6
CN(CCOCCOc1ccc(F)cc1)Cc1ccccc1
→ 3.2, -3.7
CCCCNc1ncnc2c1nnn2Cc1ccccc1Cl
→ -1.5, 11.5
COc1cc2ccccc2cc1C(=O)N1CCN(c2ccccc2O)CC1
→ -0.3, -0.8
N#Cc1ccc(CSc2nnc(-c3cnccn3)o2)cc1
→ 0.1, 8.0
Cc1ccc(C(=O)CC(C(=O)O)P(=O)(c2ccccc2)c2ccccc2)cc1 (stereo unspecified)
→ -1.0, 15.7
CCN(CC)CC(C)(C)NS(=O)(=O)c1ccc(Cl)cc1
→ -1.1, 1.3
O=C(O)CSc1nnc(COc2cccc3ccccc23)n1Cc1ccccc1
→ 0.1, 55.3
O=C(CN1CCSC1=NCc1ccccc1)c1ccc(Cl)c(Cl)c1
→ 1.0, 27.0
CCOc1cc(C2NC(=O)N(C)C(C)=C2C(=O)OC)cc(Br)c1O (stereo unspecified)
→ -4.6, 15.4
Cc1cc(C)c(C#N)c(SCc2ccc(C(=O)O)cc2)n1
→ -2.0, 38.4
CC(=O)Nc1ccc(C(=O)OCC(=O)c2cccc([N+](=O)[O-])c2)cc1
→ -0.6, 16.7
O=C(NCC1COc2ccccc2O1)c1ccco1 (stereo unspecified)
→ -1.1, 9.4
COCCCN(CC(=O)Nc1ccc(N2CCOCC2)cc1)S(=O)(=O)c1ccc(Cl)cc1
→ -1.5, 9.6
O=C(C1CC(c2ccc(F)cc2)=NO1)N1CCCCC1 (stereo unspecified)
→ -1.3, 2.5
Cc1nc2c(C(=O)Nc3ccc(N4CCCC(O)C4)cc3)snc2c(=O)[nH]1 (stereo unspecified)
→ 1.5, 94.8*
Cc1cccc(NC(=S)N2CCC(C(N)=O)(N3CCCCC3)CC2)c1C
→ 2.4, 12.6
CC1(C)C/C(=N\O)c2cc3c(nc2C1)CCCC3
→ -2.4, 10.3
Cc1ccc(CN(CC(=O)NC(C)(C)C)C(=O)CNC(=O)c2cccs2)cc1
→ -1.8, 9.0
COc1ccc(OCC(=O)NCCc2c[nH]c3ccccc23)cc1
→ -0.2, 2.4
CCCc1cc(C(=O)Nc2cc(C)on2)no1
→ -1.0, -1.3
Cc1nn2c(c1-c1ccccc1)N=C(c1ccco1)CC2c1ccccc1 (stereo unspecified)
→ 2.2, 25.7
CCOC(=O)C(=Cc1ccc(F)cc1)C(=O)OCC
→ -1.7, 16.7
CCN(CC)C(=O)C[n+]1cccc(/C=N/O)c1
→ -0.8, 7.9
Cc1ccc(C(=O)c2cc([N+](=O)[O-])ccc2N2CCOCC2)cc1C
→ 0.3, 22.4
Cc1nc(NC(=O)CSc2nnc(N)s2)c(Cl)cc1Cl
→ -0.7, 14.9
CNC(=O)c1cn(-c2ccccc2)c(=O)c2ccccc12
→ -0.4, -0.1
CN(CC(=O)Nc1ccc(F)c(F)c1F)C(=O)Cc1ccc2c(c1)OCCO2
→ -1.3, 12.4

Further results.
Below each SMILES – STK33 inh, OX1R antag
CC1CN(C2CCCCC2)c2nc3c(c(=O)[nH]c(=O)n3C)n2C1 (stereo unspecified)
→ 0.8, 17.0
O=C(Nc1ccc(N2CCN(C(=O)c3cccs3)CC2)cc1)c1cccc(F)c1
→ -0.9, 2.8
Cc1cc(S(=O)(=O)Nc2ccc(C(=O)NCC3CCCO3)cc2)ccc1F (stereo unspecified)
→ -0.4, 7.6
N#CCCNC(=O)CCN1CCCCC1
→ -1.0, -6.5
CC(C)CC(=O)N=Nc1c(O)[nH]c2ccccc12
→ -1.1, 53.5*
CCOc1ccc(N=CC2=C(O)CC(c3ccco3)CC2=O)cc1 (stereo unspecified)
→ nt, 10.3
COc1ccccc1CNCC(=O)Nc1ccc(N2CCOCC2)cc1
→ 1.2, 19.7
O=C(NCCc1ccccc1)C(NS(=O)(=O)c1cccc2nsnc12)c1ccccc1 (stereo unspecified)
→ -3.1, 73.5*
Cc1cc(Cl)ccc1NC(=S)NCc1ccccc1Cl
→ -0.5, 16.8
O=C(Nc1ccncc1)c1ccc2ncsc2c1
→ 3.8, -0.2
CCOc1ccc(NC(=O)CN(C)C(=O)c2cc(C)on2)cc1OCC
→ nt, 8.1
CCc1ccccc1NC1=CC(=O)CC(C)(C)C1
→ -0.8, 1.8
O=C(N/N=C/c1ccccc1O)c1ccncc1
→ -1.2, 13.1
Cc1cc(C(=O)NC(C)C2CCCO2)cs1 (stereo unspecified)
→ -1.9, -3.1
CCOC(=O)c1c(C)nc2c(c(SC)nn2-c2ccccc2)c1N
→ -3.7, 3.7
Cc1ccc2nc(SCC(=O)Nc3nonc3C)[nH]c2c1
→ -1.3, 18.6
CCN(CC(=O)NCc1ccc(Cl)cc1)Cc1cc(=O)n2ccsc2n1
→ -0.4, 13.7
Cc1ccc(S(=O)(=O)NC2(C(F)(F)F)NC(=O)N(c3ccc(F)cc3)C2=O)cc1 (stereo unspecified)
→ 1.0, 16.8
Nc1cc(=O)[nH]c(SCC(=O)N2CCC(Cc3ccccc3)CC2)n1
→ 0.5, 2.0
N#C/C(=C(/O)c1ccc(C(=O)c2ccccc2)cc1)c1nc2ccccc2[nH]1
→ -0.2, 13.1
Cc1cc(C)cc(NC(=S)/N=C(\N)Nc2nc(C)c3ccccc3n2)c1
→ nt, 15.6
COc1ccc(CNC(=O)[C@@H](NC(=O)C2CCN(C(=O)[C@@H](N)Cc3ccccc3)CC2)C(C)C)cc1
→ -0.6, 9.2
Cc1[nH]n(-c2ccccc2)c(=O)c1/C=N/c1nn[nH]n1
→ 0.0, 16.2
O=C(COC(=O)/C=C/c1cccc(F)c1)Nc1ccc(Cl)cn1
→ -3.1, 6.9
Fc1ccc(CSc2ncnc3c2oc2ccccc23)cc1
→ -1.5, 4.2
Cc1noc(C)c1COc1cccc(C(=O)NCc2cccc(Cl)c2)c1
→ -2.3, 33.0
CCOC(=O)COc1ccc2c(=O)c(-c3ccc(OC)c(OC)c3)c(C(=O)OCC)oc2c1
→ 0.4, 26.8
CCOC(=O)c1c(NC(NC(C)=O)C(Cl)(Cl)Cl)sc2c1CCCC2 (stereo unspecified)
→ -1.2, 23.2
Cc1ccc(/C=N/NC(=O)CN(Cc2ccccc2)S(=O)(=O)c2ccc3c(c2)OCCO3)cc1
→ -1.7, 30.3
CCOC(CC(=O)NNC(=O)c1c(-c2c(Cl)cccc2Cl)noc1C)OCC
→ -0.6, 11.0

4 of these compounds in a different format:
| SMILES | STK33 inh | OX1R antag |
| --- | --- | --- |
| CCOc1ccc(N=CC2=C(O)CC(c3ccco3)CC2=O)cc1 (stereo unspecified) | nt | 10.3 |
| COc1ccccc1CNCC(=O)Nc1ccc(N2CCOCC2)cc1 | 1.2 | 19.7 |
| O=C(NCCc1ccccc1)C(NS(=O)(=O)c1cccc2nsnc12)c1ccccc1 (stereo unspecified) | -3.1 | 73.5* |
| Cc1cc(Cl)ccc1NC(=S)NCc1ccccc1Cl | -0.5 | 16.8 |

Following part
Below each SMILES – STK33 inh, OX1R antag
COc1ccc(NC(=O)NNC(=O)c2ccc(Cl)cc2Cl)cc1OC
→ -0.6, 15.7
CCn1c(SCC(=O)Nc2ccc(C)cc2)nnc1-c1cnccn1
→ 0.0, -2.3
COCCNC(=S)NNc1ccc(Cl)c(C(=O)O)c1
→ 0.8, 51.6
O=C(Cn1c(=O)sc2ccccc21)N1CCOCC1
→ -0.5, -0.5
Cc1ccccc1C(=O)Oc1ccccc1C(=O)N1CCOCC1
→ 10.3, 27.3
CCOC(=O)c1cccc(NC(=O)CSc2nnc(CNc3ccc(C)cc3)n2CC)c1
→ 1.0, -2.1
O=C(COc1ccc(Cl)cc1Cl)NN1C(=O)C2C3C=CC([C@@H]2C1=O)C31CC1 (stereo partly specified)
→ 1.4, 5.7
Cc1cc(=O)[nH]c(SCC(=O)NCc2ccco2)n1
→ -0.7, 25.9
CC(C)NC(=O)CCc1nnc(Cc2cccc(C(F)(F)F)c2)o1
→ -1.3, 15.2
Fc1ccc(-n2cc(-c3ccccc3)c3c(NN4CCOCC4)ncnc32)cc1
→ 0.0, 22.8
COc1ccccc1C(CNC(=O)c1cc(S(=O)(=O)N2CCOCC2)ccc1C)N1CCCC1 (stereo unspecified)
→ -1.4, 2.6
CN(C)CCN1C(=O)c2oc3ccccc3c(=O)c2C1c1cccc(Br)c1 (stereo unspecified)
→ 3.1, 4.3
O=C(CN1C(=O)C2CC=CCC2C1=O)Nc1ccc(S(=O)(=O)Nc2nccs2)cc1 (stereo unspecified)
→ 0.3, 7.8
O=C(COc1ccc(Cl)cc1)Nc1ccccc1C(=O)NCc1ccco1
→ -0.9, 44.2
O=C(Nc1ccccc1O)c1cccc(S(=O)(=O)N2CCOCC2)c1
→ 0.6, 22.0
COCCn1c(SCC(=O)Nc2cccnc2Cl)nc2ccccc21
→ -1.7, 11.0
O=C(O)C1CCC(Cn2c(SCc3cc(=O)n4cc(Br)ccc4n3)nc3ccsc3c2=O)CC1 (stereo unspecified)
→ -1.1, 5.4
Nc1ccccc1C(=O)/C=C/c1ccc2c(c1)OCO2
→ 3.1, 17.2
CCOc1cc(CN2CCCCC2)ccc1OC
→ -1.3, 9.5
Cc1cc(C(=O)Cn2nc(C(=O)O)c3ccccc3c2=O)c(C)n1CCc1ccc(Cl)cc1
→ -1.2, 48.9*
CCC1CCCCN1C(=O)COc1ccc2c3c(c(=O)oc2c1)CCC3 (stereo unspecified)
→ 0.3, 13.7
COc1ccc(CCC(=O)Nc2ccc3c(c2)OCO3)cc1
→ -0.4, 11.6
COc1ccccc1NC(=O)Nc1ccccc1C#N
→ 0.1, 10.7
CC1CCN(C(=O)CC2C(=O)Nc3c2c(=O)n(C)c(=O)n3Cc2ccccc2)CC1 (stereo unspecified)
→ -1.0, 9.6
Cc1ccc(C(=O)OCC(=O)c2c(N)n(C)c(=O)n(C)c2=O)cc1S(=O)(=O)N1CCOCC1
→ -2.1, 3.9
O=C(CSc1nc(-c2ccco2)cc(C(F)(F)F)n1)NC1CCCCCCC1
→ 0.8, 3.1
CSCCC(NC(=O)COc1ccccc1)C(=O)OCCOc1ccc(C)cc1 (stereo unspecified)
→ 0.6, -0.8
Cc1ccc(-c2nc3c(=O)n(C)c4ccccc4c3o2)cc1
→ -2.0, 29.3
COc1ccc(-c2cc(-c3ccccc3O)[nH]n2)cc1
→ 2.4, 25.8
O=C1CCC(/C=C/c2ccccc2)=NN1Cc1ccc(F)cc1
→ -1.2, 4.6

Further entries
Below each SMILES – STK33 inh, OX1R antag
CCNc1nc(NCC)nc(ON=C(C)C)n1
→ 0.6, 8.3
N#CCOC(=O)c1cc(S(=O)(=O)N2CCCCC2)ccc1N1CCOCC1
→ -1.5, 10.6
Cc1ccc(NC(=S)NC(=O)Cc2ccccc2)c(O)c1
→ -1.5, nt
O=C(CCS(=O)(=O)c1ccccc1)Nc1nncs1
→ -1.4, 37.1
O=C(CSc1nc(-c2ccccc2)cc(=O)[nH]1)N1CCOCC1
→ -0.7, 3.5
O=C(Cn1c(=O)oc2cc(S(=O)(=O)N3CCCCCC3)ccc21)NC1CCCCC1
→ 0.2, -3.2
CCOC(=O)C1=C(N)OC2=C(C(=O)CCC2)C1c1sccc1C (stereo unspecified)
→ -2.6, 6.9
O=C(Nc1ccc(Cl)cc1Cl)c1cc2ccccc2o1
→ -1.1, 1.0
C#Cc1ccc(CN2CCCC(C(=O)Nc3ccccc3Oc3cccnc3)C2)cc1 (stereo unspecified)
→ 0.1, 14.9
O=C(CSc1nccn1Cc1ccc(F)cc1)NC1CCCC1
→ -1.9, 26.5
CC12CC(O)C3c4ccc(O)cc4CCC3C1CCC2=O (stereo unspecified)
→ -1.7, 1.3
O=C(Nc1cccc2ncccc12)c1ccccc1[N+](=O)[O-]
→ -2.0, 10.2
COc1ccccc1CNC(=O)c1cc2ccccc2o1
→ 0.1, 19.2
Cc1cccc(C(=O)Nc2cccc(C(=O)N3CCOCC3)c2)c1
→ -1.2, 2.2
COc1ccc(OCCC(=O)OCC(=O)Nc2ccc(S(=O)(=O)N3CCOCC3)cc2)cc1
→ -1.0, 8.2
CC(NC(=O)COC(=O)c1cc([N+](=O)[O-])ccc1N1CCOCC1)c1ccc(F)cc1 (stereo unspecified)
→ -2.9, 39.5*
CC(C)Sc1nc2sc(-c3ccccc3)cc2c(=O)n1N
→ -0.5, 5.8
Cc1c(CCO)c(=O)n(-c2ccccc2)n1S(=O)(=O)c1ccc(F)cc1
→ 0.6, 10.6
Cn1c(COc2ccccc2)nnc1SCC(=O)NCc1ccccc1
→ -1.1, 32.2
Cc1cc(C)c2c(N)c(C(=O)c3ccccc3Cl)sc2n1
→ -0.2, 12.5
Clc1ccc(-c2nnc(-c3ccccc3)c(-c3ccccc3)n2)cc1
→ 1.0, 18.7
CS(=O)(=O)c1cccc(-c2nnc(NC(=O)C3=COCCO3)o2)c1
→ -0.1, 7.9
Cc1cccc(NC(=O)CSCC(=O)Nc2sccc2C#N)c1
→ -1.8, 17.8
O=C1[C@@H]2Cc3c([nH]c4ccccc34)C(c3ccccc3)N2C(=O)CN1C1CCN(Cc2ccccc2)CC1 (stereo partly specified)
→ -1.5, -5.9
COC(=O)[C@]1(Cc2ccccc2)N[C@H](CN(C)C(=O)c2ccc(C)cc2)[C@@H]2C(=O)N(Cc3ccccc3)C(=O)[C@@H]21
→ nt, 8.5
CCOc1ccc(-n2c(SCc3cc(=O)oc4cc(C)ccc34)nnc2-c2cccnc2)cc1
→ 0.2, 11.9
CCn1ccnc1CN(C)C(=O)c1ccc(OC2CCN(CCc3ccccc3)CC2)cc1
→ nt, 13.9
C[C@@H]1CC=C[C@H]2[C@H]1C(=O)N(Cc1ccccc1)[C@H]2c1ccc(F)c(/C=C/c2ccccc2)c1
→ -1.5, 31.5
CCOc1ccc(N2CC(O)Cn3c2nc2c3c(=O)n(CCCc3ccccc3)c(=O)n2C)cc1 (stereo unspecified)
→ -2.1, 6.8
Cc1cccc(NS(=O)(=O)c2cc(Cl)ccc2Cl)n1
→ 3.2, 18.8
